proCasp7 act – counter-screen: procaspase-7 (human) activation. AID 463210. actives 0.093% (n = 330,000). recombinant procaspase-7, Ac-DEVD-pNA absorbance 405 nm; D23A/D198A/D206A triple mutant, cannot self-cleave; scale: DMSO 0, 5 µM enzyme 100. P55210. activation, % at 8.5 µM;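 active = percent activation above the screen-wide mean plus 3 SD, cut at about 25% in these data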
Target sequence (P55210 whole entry D23A/D198A/D206A): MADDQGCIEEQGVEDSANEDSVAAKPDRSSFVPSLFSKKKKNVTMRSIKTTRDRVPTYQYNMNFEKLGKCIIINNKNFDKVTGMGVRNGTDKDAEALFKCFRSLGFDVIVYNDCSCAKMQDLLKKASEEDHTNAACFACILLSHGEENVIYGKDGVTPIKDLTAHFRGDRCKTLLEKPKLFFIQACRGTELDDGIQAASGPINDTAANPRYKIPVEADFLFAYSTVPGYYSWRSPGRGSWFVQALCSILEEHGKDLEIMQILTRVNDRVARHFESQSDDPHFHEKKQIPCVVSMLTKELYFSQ
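Material: Procaspase-7 triple mutant (PC-7 D3A) | Quantity: 2 µM procaspase-7 mutant as dispensed | Reagent: DEVD-pNA substrate | Times: 1 h preincubation, 2 h reaction | Technique: 405 nm absorbance of p-nitroaniline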
procasp3 activ – procaspase-3 (human) activation. P42574. recombinant procaspase-3 D3A, Ac-DEVD-pNA absorbance 405 nm. activation, % at 8.5 µM. actives 0.11% (n = 330,000). AID 463141;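 active = activation above the mean of all tested compounds plus 3 SD, cut at about 21% in these data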;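 note: 0% = DMSO alone and 100% = DMSO wells spiked with extra 5 µM PC-3 D3A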
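Assay system – Procaspase-3 D3A mutant · Benchmarks – DMSO low control, extra-enzyme high control · Technique – 405 nm absorbance of p-nitroaniline, reads at 0 and 120 min · Doses – 8.5 µM nominal · Measure – % activation between DMSO and enzyme-spiked controls · Also added – Ac-DEVD-pNA chromogenic peptide substrate · Schedule – 1 h compound preincubation, 2 h substrate hydrolysis at 25 °C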
CR mimetic SO – caloric restriction mimetics inhibiting age-related superoxide in yeast; S. cerevisiae aged cells, superoxide DHE fluorescence; stronger effect = lower value; superoxide response (% of plate mean), % at 10 µM; actives 0.18% (n = 330,000); AID 2690;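 active = superoxide response under a set limit, about three screen SD below normal, cut at about 65% in these data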;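 note: yeast aged for seven days with compound at 30 °C before DHE staining; 100% = average MFI of all compound-treated wells on the plate with controls excluded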
LAP4 TOR yeast – alters LAP4-GFP fluorescence in TOR pathway yeast screen; S. cerevisiae LAP4-GFP multiplex, flow cytometry GFP, 3 h; median GFP as percent of DMSO wells; GFP response vs DMSO, % at 10 µM; actives 0.34% (n = 320,000); AID 2023;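 active = GFP response vs DMSO above a set limit, about the screen mean plus 3 SD, cut at about 150% in these data; inconclusive = under 70 cell events counted for the yeast strain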
MEP2 TOR yeast – modulators of TOR pathway MEP2-GFP in S. cerevisiae; GFP response vs DMSO, % at 10 µM; S. cerevisiae MEP2-GFP strain, flow cytometry GFP, 3 h; 100% = DMSO control level; actives 0.51% (n = 330,000);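 active = GFP response versus DMSO above a set limit, roughly screen mean plus 3 SD, cut at about 180% in these data; inconclusive = fewer than 70 cells counted for a yeast strain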;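 note: median GFP fluorescence of the barcode-gated MEP2-GFP cells per well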
AHR activator – activates the human aryl hydrocarbon receptor; P35869; AHR-responsive luciferase reporter cells, luminescence; activation, % at 5 µM; actives 2.5% (n = 320,000); AID 2796; in the data active = activation above about 47%;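 note: 0% = vehicle wells and 100% = reference agonist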
Target sequence (P35869 whole entry, looked up): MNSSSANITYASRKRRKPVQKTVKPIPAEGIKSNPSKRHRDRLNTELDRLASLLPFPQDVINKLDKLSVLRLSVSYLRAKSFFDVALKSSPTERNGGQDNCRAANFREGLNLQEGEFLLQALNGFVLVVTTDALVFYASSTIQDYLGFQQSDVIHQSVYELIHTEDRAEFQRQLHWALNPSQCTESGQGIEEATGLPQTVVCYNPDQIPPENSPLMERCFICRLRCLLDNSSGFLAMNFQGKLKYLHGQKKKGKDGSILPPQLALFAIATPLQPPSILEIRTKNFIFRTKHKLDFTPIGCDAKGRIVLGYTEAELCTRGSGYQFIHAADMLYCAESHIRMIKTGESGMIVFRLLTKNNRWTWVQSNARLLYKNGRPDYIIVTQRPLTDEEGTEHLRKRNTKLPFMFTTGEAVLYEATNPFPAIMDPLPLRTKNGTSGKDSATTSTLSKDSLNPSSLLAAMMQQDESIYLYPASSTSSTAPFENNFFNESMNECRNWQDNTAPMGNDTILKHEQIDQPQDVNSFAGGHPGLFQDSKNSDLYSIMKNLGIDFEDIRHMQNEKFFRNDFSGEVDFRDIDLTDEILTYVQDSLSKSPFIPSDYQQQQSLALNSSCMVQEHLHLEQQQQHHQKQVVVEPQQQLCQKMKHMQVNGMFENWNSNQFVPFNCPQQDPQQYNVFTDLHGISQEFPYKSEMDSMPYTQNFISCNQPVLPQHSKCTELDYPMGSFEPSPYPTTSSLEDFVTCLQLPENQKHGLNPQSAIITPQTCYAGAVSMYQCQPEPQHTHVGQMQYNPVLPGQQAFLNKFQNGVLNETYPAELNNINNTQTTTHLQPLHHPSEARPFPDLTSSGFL
RPL19A-GFP yeast – yeast TOR pathway RPL19A-GFP modulation. S. cerevisiae RPL19A-GFP strain, flow cytometry, 3 h; stronger effect = lower value. percent response vs DMSO, % at 10 µM. actives 0.3% (n = 330,000);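 active = percent response vs DMSO below 50%; inconclusive = fewer than 70 events counted for the yeast strain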;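 note: median channel GFP fluorescence of the barcoded RPL19A-GFP strain; ratio of sample median GFP to plate DMSO average so 100% = DMSO; lower means less RPL19A-GFP as with rapamycin TOR inhibition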
GASC-1 inh – blocks human GASC-1 demethylase activity | Q9H3R0 | GST-JMJD2C(1-420) H3K9me3 demethylation, DELFIA europium | inhibition, % at 2.35 µM | actives 0.069% (n = 330,000) | AID 2099;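 active = more than half of a compound's replicate wells show inhibition beyond 50%, single wells judged on their own value; inconclusive = some, but no more than half, of replicates pass 50% inhibition; inactive = no replicate passes 50% inhibition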;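 note: signal counts dimethyl H3K9 product captured on neutravidin plate; 0% = median of DMSO wells and 100% = 0.3 times that DMSO median; strong numbers were not always called active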
The depositor's hits bear a star; ? = inconclusive; . = no result given.

SMILES	proCasp7 act	procasp3 activ	CR mimetic SO	LAP4 TOR yeast	MEP2 TOR yeast	AHR activator	RPL19A-GFP yeast	GASC-1 inh
CC12CCC(=O)N1C(C(=O)N1CCN(c3cccc(Cl)c3)CC1)CS2 (stereo not drawn)	8.9	7.0	84.0	94.2	95.7	1.8	96.8	5.6
Cc1ccc(CNC(=O)c2cc(C)nn2-c2ccccc2)cc1	7.2	4.3	102.6	88.8	99.2	3.5	95.0	36.5
CCc1cc(=O)oc2cc(OCC(=O)N3CCC[C@H]3C(=O)O)ccc12	-17.4	7.3	87.2	102.5	106.7	-1.0	94.6	4.4
COc1ccccc1NC(=O)c1ccc(S(=O)(=O)N2CCOCC2)cc1	6.4	-6.4	103.9	90.3	97.0	3.5	87.8	0.9
COc1ccc(C(=O)NN(C)c2nc(C(F)(F)F)nc3ccccc23)cc1	-0.6	-3.2	97.8	89.5	89.2	11.6	87.3	0.4
CCc1nc2ccccc2n(CC)c1=O	-2.8	0.8	98.6	108.0	103.9	2.3	96.2	5.6
CCOC(=O)c1ccc(-c2c(-c3ccc4c(c3)OCO4)noc2-c2ccsc2)cc1F	0.7	-3.3	101.4	110.3	88.8	1.1	91.7	-3.1
COCCCN1C(=O)N(c2ccc(F)cc2)C(=O)C1CC(=O)Nc1ccccc1 (stereo not drawn)	8.5	1.1	116.9	95.9	103.1	0.9	99.2	3.1
Nc1nc(COC(=O)C2CC(=O)N(CCc3ccccc3)C2)nc(Nc2ccccc2)n1 (stereo not drawn)	-3.6	11.4	112.5	99.2	98.7	2.0	95.3	6.4
C=CCn1cnc2scc(-c3ccc(OC)cc3)c2c1=O	3.0	-1.4	102.2	97.0	108.7	18.2	104.4	4.0
CC(=O)c1ccc(NC(=O)CCCN2C(=O)COc3ccc(C)cc32)cc1	-0.7	1.5	93.5	93.0	95.4	8.3	99.8	-4.8
FC(F)(F)c1ccc2c(c1)NCC1CCCN21 (stereo not drawn)	-7.0	-2.6	109.5	96.0	108.9	4.3	102.1	30.0
Cc1cc(C)nc(NC2=NCC(=O)N2CCc2c[nH]c3ccccc23)n1	-1.8	-3.7	108.5	98.7	99.0	12.1	95.8	-5.3
Cc1ccsc1CN(C(=O)c1ccc([N+](=O)[O-])cc1)C1CCS(=O)(=O)C1 (stereo not drawn)	1.7	-3.4	119.5	85.8	110.3	0.5	108.4	-13.8
CC(=O)N1CCc2c(sc(NC(=O)c3cccc(N4C(=O)CCC4=O)c3)c2C(N)=O)C1	-5.7	8.7	88.6	140.2	115.6	6.1	108.0	0.7
COCC(=O)Nc1nc2n(n1)C(c1ccccc1)CC(c1ccc(OC)cc1)N2 (stereo not drawn)	-3.2	-1.6	96.2	102.6	106.0	3.7	99.9	-21.6
COc1ccc(Oc2ccc(/C=N/NC(=O)c3cccnc3)cc2[N+](=O)[O-])cc1	4.4	-0.1	99.8	89.3	96.0	5.7	94.4	5.1
O=S1(=O)CCO[C@H]2Cc3ccccc3[C@H]2N1Cc1cccc(Cl)c1	-2.7	5.3	106.8	145.3	83.1	0.8	87.0	2.4
Cn1nnc(NC(=O)CSc2nnnn2-c2ccc(F)cc2)n1	9.6	-0.9	99.8	96.6	100.6	-1.1	93.9	0.1
CCN(CC(=O)NC1CCS(=O)(=O)C1)c1ccc(S(C)(=O)=O)cc1[N+](=O)[O-] (stereo not drawn)	-0.9	7.3	99.0	84.8	90.3	-2.5	86.0	4.1
COc1ccc(OC)c(Nc2nc(N)nc(CSc3nnc(N)s3)n2)c1	2.6	1.4	112.6	93.4	96.9	42.4	99.2	-6.1
COc1ccc([N+](=O)[O-])cc1NC(=O)COC(=O)c1ccccc1O	-0.1	10.2	95.8	93.6	106.8	0.9	106.7	-2.0
CCn1c(C)nc2cc(C(=O)N=Nc3c(O)[nH]c4c(C)cc(C)cc34)ccc21	1.6	-9.1	77.3	91.4	95.4	2.0	97.1	-41.6
Cc1cccc(OCC(O)CN2CCc3ccccc3C2)c1 (stereo not drawn)	2.7	2.2	73.0	95.1	93.6	1.5	96.7	-1.5
O=C1/C(=C/C=C/c2ccco2)SC(=S)N1NS(=O)(=O)c1ccccc1	-14.8	0.4	100.6	111.0	97.1	0.4	105.9	3.4

Of the compounds above, these contain a Cl atom:
SMILES	proCasp7 act	procasp3 activ	CR mimetic SO	LAP4 TOR yeast	MEP2 TOR yeast	AHR activator	RPL19A-GFP yeast	GASC-1 inh
CC12CCC(=O)N1C(C(=O)N1CCN(c3cccc(Cl)c3)CC1)CS2 (stereo not drawn)	8.9	7.0	84.0	94.2	95.7	1.8	96.8	5.6
O=S1(=O)CCO[C@H]2Cc3ccccc3[C@H]2N1Cc1cccc(Cl)c1	-2.7	5.3	106.8	145.3	83.1	0.8	87.0	2.4

Some of these compounds in order of the GASC-1 inh value, highest first:
| smiles | GASC-1 inh |
| --- | --- |
| CCN(CC(=O)NC1CCS(=O)(=O)C1)c1ccc(S(C)(=O)=O)cc1[N+](=O)[O-] (stereo not drawn) | 4.1 |
| C=CCn1cnc2scc(-c3ccc(OC)cc3)c2c1=O | 4.0 |
| Cc1cccc(OCC(O)CN2CCc3ccccc3C2)c1 (stereo not drawn) | -1.5 |

Reformatted: 2 of the compounds above.
Structure,proCasp7 act,procasp3 activ,CR mimetic SO,LAP4 TOR yeast,MEP2 TOR yeast,AHR activator,RPL19A-GFP yeast,GASC-1 inh
CC(=O)c1ccc(NC(=O)CCCN2C(=O)COc3ccc(C)cc32)cc1,-0.7,1.5,93.5,93.0,95.4,8.3,99.8,-4.8
FC(F)(F)c1ccc2c(c1)NCC1CCCN21 (stereo not drawn),-7.0,-2.6,109.5,96.0,108.9,4.3,102.1,30.0

Next structures follow.
SMILES	proCasp7 act	procasp3 activ	CR mimetic SO	LAP4 TOR yeast	MEP2 TOR yeast	AHR activator	RPL19A-GFP yeast	GASC-1 inh
CCOc1ccc(N=C2NC(=O)SC2CC(=O)OC)cc1 (stereo not drawn)	-1.8	-6.7	106.9	112.2	91.1	-1.4	98.7	5.4
COC(=O)c1nn2c(C(F)(F)F)cc(-c3ccc(Br)o3)nc2c1Br	-4.0	0.1	86.3	111.3	105.2	2.2	93.1	4.9
Cc1ccc(NC(=O)c2ccc(C)c(S(=O)(=O)N3CCOCC3)c2)nc1	5.7	-6.8	112.5	113.4	106.5	6.7	104.1	-4.9
CSc1ccc(/C=N\NC(=O)CNc2ccc(C)cc2)cc1	8.1	1.0	89.8	99.2	102.6	20.6	97.9	5.3
CN(C)c1ccc(/C=C(\C#N)C(=O)OCC(=O)N(C)C2CCS(=O)(=O)C2)cc1 (stereo not drawn)	-17.0	-15.0	81.2	99.0	108.2	0.2	100.0	3.5
O=C1CCc2cc(S(=O)(=O)Nc3ccc(F)cc3)ccc2N1	-0.4	-4.5	87.4	104.3	104.5	-0.4	103.3	1.0
CC(=O)c1ccc(Nc2nc(C)cc(C)n2)cc1	10.8	4.9	102.7	91.1	99.0	-4.5	100.4	7.5
O=c1c(Cl)c(NCc2ccc(F)cc2)cnn1C12CC3CC(CC(C3)C1)C2	5.7	11.2	90.5	95.2	111.2	0.8	104.0	1.0
O=c1[nH]c(SCCOc2ccccc2)nc2ccccc12	1.8	-0.8	138.2	99.8	101.6	-11.8	98.8	2.4
Cc1nc2c(-c3ccccc3)cnn2c(N)c1-c1ccccc1	.	.	99.4	105.9	110.9	.	97.5	-6.8
Cc1ccc2[nH]cc(CCNC(=O)C3CCCCC3)c2c1	.	.	104.3	107.3	109.2	.	106.7	-10.6
NC(=O)COC(=O)c1ccc(S(=O)(=O)NCc2ccco2)cc1	10.7	-7.2	113.3	96.5	97.3	-0.7	96.2	6.5
CCOC(=O)CSc1ccc(S(=O)(=O)N2CCCCC2)cc1[N+](=O)[O-]	-14.2	-12.1	95.3	103.1	109.3	1.2	105.3	-1.9
Cc1cccc2sc(NNC(=O)C3COc4ccccc4O3)nc12 (stereo not drawn)	-3.2	6.9	104.6	94.1	104.0	94.5*	96.5	1.7
O=C(O)c1ccc(C=C(c2nc3ccccc3s2)c2nc3ccccc3s2)cc1	-2.3	-4.5	110.8	122.0	102.3	10.1	90.5	-13.2
CCOC(=O)C1CCCN(C(=S)NC2CCCCC2)C1 (stereo not drawn)	3.7	-5.8	92.4	100.2	107.8	-1.4	95.3	-5.1
CC1CCN(S(=O)(=O)c2ccc3c(c2)N(CC(=O)NCCCOC(C)C)C(=O)CO3)CC1	0.3	7.0	84.6	103.9	90.5	2.0	95.3	4.0
O=C(CCc1ccccc1)NCC(=O)N/N=C/c1ccc(O)cc1O	1.2	3.8	97.7	91.0	96.4	0.9	97.0	11.9
COC(=O)c1cc(NC(=O)Cn2nc(C)n3cccc3c2=O)cc(C(=O)OC)c1	5.6	7.5	110.7	91.3	99.1	0.2	95.4	24.6
Cc1cccc(OCC(=O)NCC(=O)N=Nc2c(O)[nH]c3ccc([N+](=O)[O-])cc23)c1	-4.6	2.4	109.8	97.2	105.3	21.7	104.2	?
CS(=O)(=O)c1ccc(Cl)c(C(=O)NC2CCSc3ccccc32)c1 (stereo not drawn)	6.2	-9.9	102.5	93.2	96.9	10.1	90.4	2.4
COc1ccc(Cn2c(CCCO)nc3ccccc32)cc1OC	6.1	-9.4	82.2	103.7	98.3	1.7	98.1	-17.0
Cc1cc(Nc2cccc(F)c2)n2ncnc2n1	2.3	5.7	90.3	101.5	104.5	2.0	98.4	3.1
CC(OC(=O)c1cnc(Cl)c(Cl)c1)C(=O)NCc1ccccc1 (stereo not drawn)	15.4	-3.8	120.2	100.4	96.8	2.0	94.7	-3.6
OC(COc1ccc(Br)cc1)Cn1ccnc1 (stereo not drawn)	1.1	4.1	104.3	100.1	103.8	19.7	103.8	-9.6

Further records follow:
SMILES	proCasp7 act	procasp3 activ	CR mimetic SO	LAP4 TOR yeast	MEP2 TOR yeast	AHR activator	RPL19A-GFP yeast	GASC-1 inh
CCCCNC(=O)Cn1c(=O)c2c(ncn2CC)n(Cc2ccccc2)c1=O	2.5	8.1	86.3	96.4	102.8	0.3	101.2	-7.4
CCOc1ccc2c(c1)C(C)=CC(C)(C)N2C(=O)Nc1ccccc1F	-10.6	-9.2	87.4	88.5	107.6	5.6	105.9	-0.6
CCOc1ccc(NS(=O)(=O)c2cc(C(=O)N3CCC3)ccc2Cl)cc1	8.8	13.6	83.1	106.7	99.5	1.2	103.4	-13.7
O=C(COc1ccccc1[N+](=O)[O-])OCC(=O)c1ccc(Br)s1	7.9	8.9	96.5	96.2	99.0	5.8	98.1	11.6
O=C(Nc1ncn[nH]1)c1cc(S(=O)(=O)Nc2cccc(C(F)(F)F)c2)ccc1Cl	6.8	14.6	102.3	93.2	90.1	-1.5	96.3	2.3
COC(=O)c1cc(=O)[nH]c(SCc2cccc(C)c2)n1	-5.6	-8.1	93.3	94.6	96.5	0.1	99.9	3.7
Cc1ccc(-c2cc(C(=O)Nc3nccs3)c3ccccc3n2)o1	-33.5	-18.6	119.4	110.8	90.9	55.3*	96.9	6.5
CCOc1cc(S(=O)(=O)N2CCCC2)c(C)cc1C	11.1	-4.3	99.0	109.4	98.3	-0.3	96.0	-3.3
COc1ccc(CN2CCN(Cc3cccc(F)c3)CC2)cc1OC	6.0	2.9	89.0	89.1	101.7	0.8	101.9	9.6
Cc1occc1C(=O)NCCCCc1ccccc1	3.5	6.3	99.3	107.7	97.6	1.0	102.2	4.4

Rows were taken by chance. About 3.8% of those tested had a hit in this group.
